# NPYLR7 ag: mosquito NPYLR7 agonism. HEK293T NPYLR7/Galpha15, GCaMP6s calcium fluorescence. activation, % at 10 µM. 0.15% of 270,000 active; in the data active = activation above about 40%;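 note: 0% = vehicle and 100% = reference agonist at the receptor; some compounds past the cut are filed as inactive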
# hcGAS lum: human cGAS inhibition; Q8N884; recombinant h-cGAS, ATP depletion, Kinase-Glo luminescence; inhibition, % at 12.5 µM; 0.081% of 290,000 active;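 note: 0% = vehicle reaction and 100% = reaction without DNA for no activity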
# Target sequence (Q8N884 whole entry, looked up): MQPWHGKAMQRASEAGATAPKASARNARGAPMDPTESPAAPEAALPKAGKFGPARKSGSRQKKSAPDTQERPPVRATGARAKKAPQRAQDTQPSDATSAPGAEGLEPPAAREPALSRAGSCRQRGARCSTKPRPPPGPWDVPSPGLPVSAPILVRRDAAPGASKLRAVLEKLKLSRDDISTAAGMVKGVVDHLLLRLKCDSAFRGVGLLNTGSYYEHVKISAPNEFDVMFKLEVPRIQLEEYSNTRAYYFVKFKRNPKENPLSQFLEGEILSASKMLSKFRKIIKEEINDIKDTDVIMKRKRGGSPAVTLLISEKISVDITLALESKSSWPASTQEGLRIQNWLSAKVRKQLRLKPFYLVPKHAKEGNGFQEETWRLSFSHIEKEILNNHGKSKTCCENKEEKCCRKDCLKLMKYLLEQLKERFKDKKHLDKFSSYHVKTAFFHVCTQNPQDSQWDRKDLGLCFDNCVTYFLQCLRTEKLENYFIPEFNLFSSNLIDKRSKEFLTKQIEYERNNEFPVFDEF
# mcGAS inh: mouse cGAS inhibition by luminescence. Q8C6L5. recombinant cGAS, Kinase-Glo ATP depletion luminescence. inhibition, % at 12.5 µM. 0.15% of 160,000 active. AID 1259399;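 note: 0% = negative control wells and 100% = reference inhibitor with no enzyme activity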
# Starred values were filed as active, the others as inactive; x = no result given. Cut-off read from the data, not from the text of the source, unless noted: active = inhibition above about 40%; inactive = the rest.
# Below each compound: mcGAS inh	NPYLR7 ag	hcGAS lum
- CC1CCCCN1CCCNC(=O)C(C1CCCC1)N1CCN(C(=O)/C=C/c2ccccc2)CC1 (stereo unspecified)
    1	-24	0
- CCn1c(C2CCN(C(=O)Cc3sc(C)nc3C)CC2)nn(C)c1=O
    x	7	-7
- Cc1nn(C)c(C)c1NC(=O)c1ccc(F)c(F)c1
    -8	2	-7
- C=CCCC(O)(CCC=C)c1ccc(CN(CCCOC)Cc2ccc(OC)c(OC)c2)o1
    0	-2	-4
- CNC(=O)[C@@H]1C[C@@H](N)CN1C(=O)c1ccc(-n2nc(C)cc2C)cc1
    0	-1	3
- CC(=O)Nc1ccc(-c2nc(C3(c4ccc(F)cc4)CCOC3)no2)c(C)c1 (stereo unspecified)
    -9	13	-5
- CCS(=O)(=O)N1CCC(C(=O)Nc2cc(Cl)ccc2Oc2ccc(Cl)cc2)CC1
    x	0	-4
- Cn1c(=O)c(C(=O)Nc2ccccc2F)c(O)c2ccccc21
    2	-5	2
- Cc1cccc(NC(=O)CCC2CCN(C(=O)Cc3cccnc3)CC2)c1
    x	8	-4
- COc1ccc(-c2cc(NS(=O)(=O)c3ccccc3)n(C3CCS(=O)(=O)C3)n2)cc1 (stereo unspecified)
    -10	-1	-7
- CCOc1ccc(NC(=O)N2CCc3cc(OC)c(OC)cc3C2CNC(=O)c2ccccc2Cl)cc1 (stereo unspecified)
    -4	7	-11
- Cc1ccc(-c2cc(O)c3c(c2)CN(CC2CCCN2C)CCO3)s1 (stereo unspecified)
    -12	x	-11
- Cc1ccc(C)c(CNc2cccc(C(=O)N3CCC(O)CC3)c2)c1
    x	6	-7
- O=C(CCCc1ccccc1)N1CCN(c2ccc(-n3cccn3)nn2)CC1
    -8	-3	-2
- C=CCNC(=O)Cn1nnc(-c2ccc(F)cc2)n1
    -7	4	-5

# (listing goes on)
# Below each compound: mcGAS inh	NPYLR7 ag	hcGAS lum
- O=C1c2ccccc2S(=O)(=O)N1CCOc1ccc(Cl)cc1Cl
    5	-9	6
- CC(=O)NC1C(OCc2ccccc2)OC(COC(C)=O)C(OC(C)=O)C1OC(C)=O (stereo unspecified)
    -8	4	-3
- Cc1ccc(C)c(-n2c(CNC(=O)c3ccco3)nnc2SCC(=O)Nc2nnc(C)s2)c1
    -2	7	-4
- O=C1c2ccccc2C(=O)N1CCc1nnn(CC(O)COc2ccc(Br)cc2)n1 (stereo unspecified)
    -5	-6	-3
- Cc1ccoc1C(=O)NCCN1C(=O)S/C(=C/c2ccccc2Cl)C1=O
    x	5	-10
- CCOc1cc(C(=O)N2CCOC(COCc3ccccc3F)C2)ccc1OC (stereo unspecified)
    x	-10	-1
- CCc1ncc(CN2CCC(C(=O)Nc3cccc(-c4cccc(F)c4)c3)CC2)cn1
    x	8	-4
- Cc1cc(C)c2oc(-c3ccc(C)c(NC(=O)c4ccc(F)cc4)c3)nc2c1
    x	11	0
- COc1ccc(C(=O)N2CCC3(CC2)SCCN3C(=O)C2CCCC2)cc1
    -6	21	-7
- COc1cccc(-c2cc3c(n(Cc4ccccn4)c2=O)CCN(C(=O)c2cc(C)nn2C)C3)c1
    -5	16	-1
- CCOc1ccc2nc(N3CCCC(N(C)CCCN4CCOCC4)CC3)nc(C)c2c1 (stereo unspecified)
    -25	5	-6
- CCc1nc(C(=O)Nc2nc(C#N)c(C#N)[nH]2)nn1-c1ccccc1Cl
    x	-1	1
- CCOC(=O)N1CCN(C(=O)CN(c2cccc(F)c2)S(C)(=O)=O)CC1
    x	25	-2
- Cc1cc(NC(=O)c2nc3ccccc3s2)n(C(C)C)n1
    0	x	0
- Cc1ccccc1C1=NOC(CN(Cc2ccccc2)CC(O)COCc2ccccc2)C1 (stereo unspecified)
    0	-4	-1

# Following part.
# Below each compound: mcGAS inh	NPYLR7 ag	hcGAS lum
- Cc1cc(CSC(C)C(=O)NC2CCCCC2)no1 (stereo unspecified)
    x	-7	2
- CC1=NN(Cc2ccc(Cl)c(Cl)c2)c2nc3c(c(=O)n(C)c(=O)n3C)n2C1
    x	-8	1
- N#CCCN(Cc1ccccc1)C(=O)CCNc1ccc(-n2ccnc2)cc1[N+](=O)[O-]
    -2	4	-2
- CC1(C)CC(O)C(C)(C)c2ccccc21 (stereo unspecified)
    x	-6	0
- CCC1NC(=O)c2ccccc2N1c1cccc(Cl)c1 (stereo unspecified)
    x	-6	-7
- S=c1n(CN2CCOCC2)nc(Cc2cccs2)n1C1CCCCC1
    x	5	-11
- COc1ccc(OC)c(CC(=O)NCCN2C(=O)SC(=Cc3ccccc3)C2=O)c1
    -4	-1	-4
- COc1cccc(C(=O)N2CCCC(c3nnc4ccc(C(F)(F)F)cn34)C2)c1O (stereo unspecified)
    x	16	-14
- COc1ccc(C(=O)CCNc2ccc3c(c2)OC(C)C(=O)N3)cc1OC (stereo unspecified)
    x	6	1
- N#CC1CCN(C(=O)Nc2ccc(OCC3CCCCC3)cc2)CC1
    x	2	-2
- O=C(NCCc1ccc(Cl)cc1Cl)c1cccc(CSc2nc(Cl)cc(N3CCCCC3)n2)c1
    -2	x	2
- CC(=O)N[C@H]1C[C@@H](c2cnn(-c3cccc(C)c3)c2)O[C@@H](C(C)C)C1
    -17	4	-1
- Cc1csc(SCc2cc(=O)c(OC(=O)c3cc(Cl)ccc3[N+](=O)[O-])co2)n1
    -8	-4	-11
- CC1CCCC(NC(=O)c2ccc(NC(C)C)nc2)C1 (stereo unspecified)
    2	-11	1
- O=C(c1ccccc1)N1N=C(C(F)(F)F)CC1(O)C(F)(F)F (stereo unspecified)
    x	3	5

# Gathered by group, the compounds so far with a nitro group on carbon
# Below each compound: mcGAS inh	NPYLR7 ag	hcGAS lum
- N#CCCN(Cc1ccccc1)C(=O)CCNc1ccc(-n2ccnc2)cc1[N+](=O)[O-]
    -2	4	-2
- Cc1csc(SCc2cc(=O)c(OC(=O)c3cc(Cl)ccc3[N+](=O)[O-])co2)n1
    -8	-4	-11

# The list goes on:
# Below each compound: mcGAS inh	NPYLR7 ag	hcGAS lum
- Cc1cc(C)n(CCN(C(=O)CSc2ccc(F)cc2)c2nc3ccccc3s2)n1
    -5	-15	-1
- CC(c1ccccc1)N(Cc1cc(N)ccc1N(C)C)C(=O)CC(C)(C)C (stereo unspecified)
    x	-7	-6
- C#CCN(C)C(=O)c1cc(C)c(C)c(S(N)(=O)=O)c1
    -12	-6	-9
- C=c1cc(C)n(CC(=O)Nc2ccccc2OCC)c(=O)c1=C1N=C(c2ccc(OC)cc2)NO1
    2	-1	2
- CCn1c(C2CCCN(C(=O)/C=C/c3cnn(C)c3)C2)n[nH]c1=O (stereo unspecified)
    x	13	1
- CC(C)N(Cc1ccc(OS(=O)(=O)c2cccc(C(F)(F)F)c2)cc1)C(=O)Nc1ccc(F)c(F)c1
    -6	7	-10
- CCOC(=O)N1CCc2c(sc(NC(C)=O)c2-c2nc3ccccc3s2)C1
    x	3	-5
- CC1CCN(Cc2nnnn2CCCC(=O)N(C)CCC(O)c2ccccc2)CC1 (stereo unspecified)
    x	10	-1
- CC1(C(=O)NCc2ccc(Cl)cc2)CCN1C(=O)Cc1cccs1 (stereo unspecified)
    -3	-2	-5
- CC(C)(Oc1ccc2c(c1)CCC2)C(=O)N1CCOC2(CNCCOC2)C1 (stereo unspecified)
    x	9	-5
- O=C(O)c1csc(CSc2nnc(-c3ccco3)n2-c2ccc(Cl)c(Cl)c2)n1
    x	-10	3
- COc1ccc(/C=C2N=C(/C=C/c3ccccc3)OC\2=O)c(OC)c1OC
    x	6	-3
- CCCOc1ccc(S(=O)(=O)n2cccn2)cc1C
    1	-1	2
- O=C1CC[C@]23C=CC(=O)NCCCCNCCCNC(=O)/C=C/c4ccc(c2c4)O[C@@H]3C1
    -7	x	-6
- CCCCCNC(=O)c1c(C(F)(F)F)nn(C2CCCN(C)C2)c1C (stereo unspecified)
    x	14	-11

# Profiles, quoted from the list.
# CCOc1ccc2nc(N3CCCC(N(C)CCCN4CCOCC4)CC3)nc(C)c2c1 (stereo unspecified) across the screens: mcGAS inh = -25; NPYLR7 ag = 5; hcGAS lum = -6
# O=C1c2ccccc2C(=O)N1CCc1nnn(CC(O)COc2ccc(Br)cc2)n1 (stereo unspecified) across the screens: mcGAS inh = -5; NPYLR7 ag = -6; hcGAS lum = -3

# The list continues:
# Below each compound: mcGAS inh	NPYLR7 ag	hcGAS lum
- Cc1ccn2cc(C(=O)N3CCC(n4nccc4NC(=O)CC(C)C)CC3)nc2c1
    -7	12	-2
- O=S(=O)(Cc1ccccc1)N1CCCN(c2nc(Cc3ccccc3)nc3c2cnn3-c2ccccc2)CC1
    -6	x	-4
- Cc1cc(-c2n[nH]c(=O)n2CCc2ccc(F)cc2)n(C)n1
    -12	-2	2
- CCN(CC)Cc1cnc2c(C(=O)N3CCCC3c3nonc3C)cnn2c1 (stereo unspecified)
    -11	x	2
- CCN(CC)C(=O)CN(c1ccc(C)cc1)S(=O)(=O)c1ccc(SC)cc1
    -5	-7	-5
- COC(=O)CCCC(=O)N1CCN(c2nccc(-c3cccc(C(F)(F)F)c3)n2)CC1
    -7	-8	-8
- Cn1ccnc1Sc1ccc(NC(=O)C2CCCC2)cc1
    0	-3	3
- Cn1cnc(-c2ccccc2)c1-c1cccc(Cn2cccn2)c1
    -13	1	-4
- O=C(NCCn1ncc2c(=O)n(Cc3ccccc3)cnc21)c1cccc(C(F)(F)F)c1
    -9	-4	-9
- COc1ccc(C2CC(c3ccccc3F)=NN2C(=O)CN2CCC3(CC2)OCCO3)c(OC)c1 (stereo unspecified)
    -2	-4	-7
- Cc1cc(C)c(-c2cc(C(=O)NCCC(=O)O)no2)c(C)c1
    x	12	1
- CCCCN(CC(=O)N(CCc1c[nH]c2ccccc12)Cc1ccc(F)cc1)C(=O)c1ccc(OC)cc1OC
    -1	-10	4
- O=C(CN1CCc2ccccc21)NC(=O)NCc1ccccc1
    -9	8	-12
- COc1c(C(=O)NC(C)c2ccc(F)cc2F)c(C)nn1C (stereo unspecified)
    -9	0	-4
- COc1cc(OC)cc(C(=O)N2CCN(C(C(=O)NCCc3ccccc3)C3CCCC3)CC2)c1 (stereo unspecified)
    x	-2	2

# (more compounds)
# Below each compound: mcGAS inh	NPYLR7 ag	hcGAS lum
- CCc1cc2c(NCC3CCS(=O)(=O)C3)ncnc2s1 (stereo unspecified)
    -2	1	2
- O=C(CN1C(=O)c2ccccc2C1=O)Nc1ccc(Cl)cc1
    x	7	-5
- CC(C)C(NS(=O)(=O)c1ccccc1F)C(=O)N(C)Cc1ccc2c(c1)OCO2 (stereo unspecified)
    x	6	-8
- CSc1ccc(NC(=O)C2CCCC2)nn1
    -6	-1	0
- CCSc1ccc2nnc(CCNC(=O)c3ccccc3)n2n1
    -7	4	-4
- Cc1cc(C)n(CC(O)COc2ccc(-c3ccccc3)cc2)n1 (stereo unspecified)
    -6	-8	-2
- COc1cc(/C=N\NC(=O)c2cc(C)nc3ccccc23)ccc1O
    -2	10	-3
- COCCn1c(=O)c2c(nc3n2CCN3c2ccc(Cl)cc2)n(C)c1=O
    -8	x	-9
- O=c1ccc(-c2ccccc2)nn1CCCNS(=O)(=O)c1ccc2c(c1)CCCC2
    x	-1	-6
- COC1CCN(C(=O)Nc2cccc(C#N)c2)CC(=O)N(C)c2ccccc21 (stereo unspecified)
    -1	-6	8
- CC(C)N(CCO)Cc1ccc(Br)cc1
    x	8	-7
- c1cncc(-c2nc(Oc3cccc4ccccc34)c3ccccc3n2)c1
    x	2	-5
- COC1CCCN(C(=O)c2ccc(OC3CCN(C(=O)C4CC4)CC3)cc2)C1 (stereo unspecified)
    -7	1	-3
- COc1ccc(NC(=O)/C(=C/c2ccco2)NC(=O)c2ccc(Br)o2)cc1
    x	2	-5
- COc1ccc(OC)c(/C=C/C(=O)Nc2cc(F)ccc2C)c1
    x	8	-5

# Further entries:
# Below each compound: mcGAS inh	NPYLR7 ag	hcGAS lum
- O=C(/C=C/c1ccccc1)NCCNc1ccc(Nc2cccnc2)nn1
    -8	0	-4
- CCCc1nc(N2CCc3c(c(CO)nn3C)C2)c2cnn(C)c2n1
    1	-1	2
- COc1ccccc1C(=O)NCCOc1ccc2nnc(-c3ccccc3OC)n2n1
    -9	-7	-7
- Cc1nc(-c2ccc(NS(=O)(=O)c3ccc(Cl)s3)cc2)cc(=O)[nH]1
    -17	8	-8
- c1ccc(C2=NN(c3ccccc3)C(c3ccc4nccnc4c3)C2)cc1 (stereo unspecified)
    -2	-1	-3
- COCC(=O)N1CCN(c2cc(Oc3cccc(F)c3)ncn2)CC1
    -7	9	-5
- CC(C)C(NC(=O)N1CCN(C(=O)C2CC2)CC1)c1cccs1 (stereo unspecified)
    -6	6	-11
- COC(=O)c1ccc(C2c3c(C)nn(-c4ccccc4)c3OC(=N)C2C#N)cc1 (stereo unspecified)
    -6	-5	-10
- COCCN(Cc1cc(NC(=O)NC(C)C)ccc1N(C)C)C(=O)Cc1cccs1
    0	-3	5
- O=C1CN(CCCNc2ncc(F)c(N3CCOCC3)n2)CCN1
    -3	-12	6
- CN(C)S(=O)(=O)c1ccc(C(=O)NCc2n[nH]c(=S)n2-c2ccc(Cl)c(Cl)c2)cc1
    1	0	1
- O=C(CSc1ccc(-c2ccccc2)nn1)NC1CCCCC1
    -6	0	-4
- CCCCN(CC(=O)N(CCc1c[nH]c2ccccc12)Cc1ccc(OC)c(OC)c1)C(=O)Cc1ccc(OC)cc1
    -2	5	-3
- Cc1cc(C)c2c3c(sc2n1)C1(CCOCC1)C(C#N)C(=N)O3 (stereo unspecified)
    x	-3	-10
- COc1ccc(OC)c(S(=O)(=O)Nc2ccc(C)c(Cl)c2)c1
    -6	14	-6
- O=C(Nc1nc(C2CC2)cs1)C1CCN(C(=O)C2CC2)CC1
    x	5	-5
- OCCOc1cccc(CN2CCc3c([nH]c4ccccc34)C2c2ccccc2F)c1 (stereo unspecified)
    -3	-5	0
- CCCNC(=O)COc1nc(Cc2ccc(F)cc2)no1
    x	8	-10
